# Screening data deposited in PubChem BioAssay by several laboratories.
# P. falciparum M17LAP: P. falciparum M17LAP inhibitors, primary screen, biochemical, fluorogenic H-Leu-NHMec substrate, 1536-well (AID 1619) | recombinant M17LAP, H-Leu-NHMec fluorogenic kinetic assay; higher % means a stronger effect | one-dose inhibition, % at 30 µM; IC50 in µM for titrated hits | 220,000 tested, 0.38% active;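 active = compound inhibiting the enzyme by more than half at any dose during confirmatory dose-response retesting; inconclusive = strong single-dose inhibitors picked by rank but not retested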;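 also: plate controls were full reaction with DMSO carrier for no effect and no enzyme background for full effect; strong numbers were not always called active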
# human PMI inhibitors: human PMI inhibitors, high substrate, primary screen, biochemical, fluorescence intensity, high mannose 6-phosphate (AID 1220); recombinant PMI enzyme, coupled fluorescence intensity; higher % means a stronger effect; inhibition, % at 20 µM; hits with a dose series show IC50 in µM; 190,000 tested, 0.66% active; in the data active = inhibition above about 50%
# Yfh1-depleted yeast: mitochondrial function rescue without frataxin homolog – Friedreich's ataxia, plus single-dose screen, dose response (AID 1465). S. cerevisiae Yfh1-off respiration, WST-1 reduction, 72 h; higher fold induction means a stronger effect. 220,000 tested, 0.074% active. one-dose fold induction at 50 µM; EC50 in µM for titrated hits;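 active = fold induction of absorbance versus untreated yeast above a set limit, then at least 30% activation at any dose in follow-up; inconclusive = repeats straddling the limit, or above it without dose testing; inactive = fold induction below the set limit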;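 also: activators that raise dye reduction in frataxin-depleted yeast; strong numbers were not always called active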
# CSM14.1 death rescue: rescue of cells from ER stress-induced death, primary screen, 384-well, CSM14.1, thapsigargin, ATP luminescence (AID 1222). CSM14.1 thapsigargin-induced death rescue, ATP luminescence; higher % means a stronger effect. cellular ATP content (survival), % at 20 µM; hits with a dose series show EC50 in µM. 190,000 tested, under 10 active;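 active = EC50 below 50 µM in the dose-response confirmation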;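 also: death triggered by thapsigargin at about 15 µM added after 2 h compound pretreatment; cell ATP read after overnight thapsigargin exposure of roughly 18 to 22 hours; normalized against plate controls of thapsigargin alone and 5% DMSO vehicle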
# P. falciparum M1AAP: P. falciparum M1AAP inhibitors, biochemical, fluorogenic H-Leu-NHMec substrate, 1536-well (AID 1445) | recombinant M1AAP, H-Leu-NHMec fluorogenic kinetic assay; higher % means a stronger effect | inhibition, % at 30 µM; hits with a dose series show IC50 in µM | 220,000 tested, 0.42% active;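 active = primary inhibition above the hit cutoff, then over 50% inhibition at one or more dose response concentrations, cut at about 23% in these data, passing the limit was not always enough; inconclusive = conflicting primary data, or primary hits not chosen for dose response; inactive = low primary inhibition, or under 50% at every dose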;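 also: plate controls were DMSO full reaction for no effect and no enzyme background for full effect; strong numbers were not always called active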
# PhoP inhibition: PhoP-dependent GFP reporter repression – Salmonella Typhimurium, primary screen (AID 1863); S. Typhimurium PhoP-regulated promoter GFP reporter, 4 h; higher % means a stronger effect; inhibition, % at 50 µM, or IC50 in µM where a hit was titrated; 300,000 tested, 0.16% active;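 active = inhibition over 29.93%, a cutoff 3 SD above the screen mean, later confirmed by dose response; inconclusive = inhibition over 29.93% but no dose response follow-up; inactive = inhibition at most 29.93% or unconfirmed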;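 also: 0% = low Mg2+ inducing control and 100% = high Mg2+ repressing control; strong numbers were not always called active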
# XIAP displacement: XIAP antagonists, biochemical, IAP family, fluorescence polarization (AID 1018) | XIAP BIR domain, fluorescence polarization peptide displacement; higher % means a stronger effect | displacement, % at 20 µM, or IC50 in µM where a hit was titrated | 200,000 tested, 0.007% active; in the data active = displacement above about 50%; also: a part of the inactive calls stands beside numbers as strong as those of hits
# West Nile virus CPE: West Nile virus antiviral activity, cell-based, CPE readout (AID 1621); West Nile virus-infected cells, CPE inhibition; higher % means a stronger effect; CPE inhibition, % at 10 µM; hits with a dose series show IC50 in µM; 290,000 tested, 0.02% active; in the data active = a potency from the dose series; inconclusive = CPE inhibition mostly from about 3.7% at the one dose, without a potency; inactive = the rest, 99 in 100 with CPE inhibition below about 2.2%; also: strong numbers were not always called active
# SIAH1 antagonists: Siah-1 peptide-binding antagonists, primary screen, biochemical, fluorescence polarization, rhodamine-plectin, uHTS (AID 1817); one-dose displacement, % at 20 µM; IC50 in µM for titrated hits; Siah-1 / rhodamine-plectin peptide fluorescence polarization; higher % means a stronger effect; 290,000 tested, 0.02% active;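 active = displacement of at least 50% at 20 µM, with a fluorescence ratio check between 0.3 and a set limit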;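 also: plate controls were Siah plus tracer with DMSO for no effect and tracer alone without Siah for full effect; strong numbers were not always called active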
# Numbers without * were called inactive; i = inactive; ? = inconclusive; . = not tested or not shown.
SMILES | XIAP displacement | Yfh1-depleted yeast | P. falciparum M1AAP | SIAH1 antagonists | PhoP inhibition | West Nile virus CPE | P. falciparum M17LAP | human PMI inhibitors | CSM14.1 death rescue
O=C(c1ccccc1)c1ccc2nc(-c3ccc(NC(=O)c4ccccc4F)cc3)[nH]c2c1 | -3.1% | i | -5.1% | 0.6% | -12.3% | 3.0% | 34.8% | 4.1% | 0.4%
Cc1cc(N)c(NC2=CC(=O)CC(C)(C)C2)cc1C | -8.2% | i | -0.7% | -0.4% | -10.5% | -0.5% | 7.2% | 41.7% | -2.5%
COC(=O)C(NS(=O)(=O)c1ccc(F)cc1)c1ccccc1 (stereo unspecified) | -0.9% | i | 6.3% | 5.6% | -5.2% | 0.3% | 2.3% | 7.1% | 0.4%
CCOC(=O)N1CCN(CCC(=O)Nc2cc([N+](=O)[O-])ccc2OC)CC1 | -0.3% | i | 1.1% | -3.2% | 1.2% | -0.4% | -9.2% | 12.7% | -0.6%
C/C=C(\C)CN1CCN(c2cccc(C)c2C)CC1 | -4.4% | i | 4.7% | 0.1% | 2.9% | 0.7% | 7.4% | -1.0% | -1.2%
O=C(Nc1nnc(CCOCCOCCc2nnc(NC(=O)c3ccco3)s2)s1)c1ccco1 | -4.4% | i | 0.7% | -5.3% | 7.1% | 0.1% | 9.6% | -29.9% | 5.3%
CC(C)Cc1csc(NC(=O)c2ccc(Cl)cc2)c1C(=O)O | -6.9% | i | 8.9% | 2.5% | -1.3% | 1.1% | 35.5% | 2.6% | 0.3%
Cc1cc2ccccc2n1CCNC(=O)COc1ccc2ccccc2c1 | -7.0% | i | 5.5% | -1.0% | 14.8% | -0.1% | 4.4% | 23.7% | .
CCc1nc2ccccc2c(=O)n1NC(=O)c1c(O)c2ccccc2n(CC)c1=O | -1.3% | i | 10.4% | 0.6% | 7.0% | -0.7% | 13.2% | -10.5% | 0.6%
CC(=O)N1c2ccc(Cl)cc2C2C=CCC2C1c1cccc2ccccc12 (stereo unspecified) | -7.8% | i | 7.3% | -5.7% | 5.3% | -0.3% | 8.3% | 22.7% | -2.5%
COc1ccc(C2=CC3=C(Br)C(=O)C(C)(OC(=O)c4ccco4)C(=O)C3=CO2)cc1 (stereo unspecified) | . | i | 12.3% | 20.1% | -13.8% | -0.2% | 27.3% | . | .
Cc1cccc(N2CCN(C(=O)CCCOc3ccccc3)CC2)c1C | -1.9% | i | -5.6% | 1.7% | -9.6% | 0.4% | 3.1% | -1.5% | -0.3%
COCCNC(=S)N/N=C1\CC(C)CC(C)(C)C1 (stereo unspecified) | -8.7% | i | 6.3% | 1.7% | 0.0% | -0.7% | -1.6% | -12.6% | -1.3%
Cc1sc2ncnc(SCC(=O)NCC(C)C)c2c1C | -3.7% | i | 6.8% | 3.6% | -4.7% | -0.7% | 3.2% | -9.4% | 2.7%
O=C(CSCc1ccc(Cl)cc1)Nc1cc([N+](=O)[O-])ccc1O | 1.5% | ? | 13.0% | -3.0% | 3.4% | -1.3% | -20.1% | 14.5% | 4.2%
Cc1ccc2cc3c(NC(=O)c4ccco4)nn(C)c3nc2c1 | -3.7% | . | 13.9% | -3.1% | 0.0% | . | 5.9% | 10.7% | -0.9%
COc1cccc(NS(=O)(=O)c2ccc(NC(C)=O)cc2)c1 | -3.8% | i | -1.5% | -8.3% | 8.4% | -0.4% | 8.1% | 11.6% | -2.3%
CCS(=O)(=O)NCC(c1ccco1)N1CCN(c2ccc(F)cc2)CC1 (stereo unspecified) | -5.5% | i | 3.5% | -6.7% | 5.1% | -0.2% | -0.5% | -2.2% | 1.3%
Nc1ccc(-n2nncc2-c2ccco2)cc1 | -6.4% | i | -4.1% | 0.6% | 0.0% | 0.8% | -6.0% | 12.9% | -1.8%
CC(C)N1CCC(NC(=O)Nc2ccccc2)CC1 | -2.6% | i | -1.5% | -1.1% | 12.6% | -0.1% | -0.6% | -4.4% | -0.3%
O=C1Nc2cc3c(cc2Sc2ccccc21)OCCO3 | -1.1% | i | 4.7% | -3.1% | -1.7% | 0.8% | 1.8% | 9.8% | -0.5%
CN1CCC(N(C)C(=O)NC2CCCCC2)CC1 | -5.1% | i | 4.2% | 5.5% | -3.3% | 0.4% | -6.4% | 0.8% | -0.7%
CSc1ncccc1C(=O)OCC(=O)c1cccc(Br)c1 | -7.9% | i | -0.4% | -4.3% | 5.2% | -0.3% | -1.1% | -21.4% | -1.5%
C=CCNC(=O)c1ccccc1S(=O)c1ccccc1C#N (stereo unspecified) | -25.4% | i | 10.2% | -0.7% | -3.3% | -0.2% | -15.3% | 8.2% | -0.7%
Cc1cccc(C)c1NC(=S)N(CCCN1CCCCC1)Cc1ccco1 | -3.0% | i | -0.7% | 4.5% | -1.6% | -0.2% | -3.3% | 7.6% | -2.2%
CC(CN1CCOCC1)OC(=O)c1ccccc1 (stereo unspecified) | . | i | 9.5% | 4.0% | -3.6% | 0.0% | -2.7% | . | .
COc1ccc(C(CNC(=O)c2cccc(Br)c2)N2CCCC2)cc1 (stereo unspecified) | 0.6% | i | 6.7% | 1.6% | 3.3% | -0.1% | 7.7% | -1.7% | -0.6%
O=C(NCC1CCCO1)C(=O)N/N=C/c1cc(Cl)ccc1O (stereo unspecified) | . | i | 30.8% | -2.1% | 0.3% | -0.1% | 26.7% | . | .
O=C(O)/C(=C\C(=O)c1ccccc1)Nc1ccccc1 | . | i | -1.1% | 4.0% | -2.4% | 0.1% | 11.5% | . | .
S=C(N/N=C/c1ccc2c(c1)OCO2)NC1CC2CCC1C2 (stereo unspecified) | . | i | -3.3% | -4.8% | 5.5% | -1.2% | -6.3% | . | .
O=C(CCS(=O)(=O)c1cccc2nsnc12)N1CCN(Cc2ccc3c(c2)OCO3)CC1 | -2.2% | i | -1.8% | 1.6% | 10.3% | -0.8% | 3.4% | 12.1% | 0.9%
O=C(NCC1OCCc2ccccc21)C1COc2ccccc2O1 (stereo unspecified) | -5.0% | i | 0.2% | -5.7% | 0.7% | -0.9% | 18.4% | -5.2% | -1.3%
COc1ccc(C)cc1NS(=O)(=O)c1cn(C)nc1C | -4.6% | i | 4.2% | 2.4% | 0.3% | 0.0% | 2.4% | -1.0% | 0.4%
CC(=O)c1ccc(NC(=S)N(C)C2CCN(C)CC2)cc1 | 5.5% | i | 7.2% | 19.5% | 0.1% | 0.7% | 16.2% | -7.8% | 2.8%
O=C(NCC1CCCO1)C1CCN(C(=O)c2ccc(Cl)cc2)CC1 (stereo unspecified) | -4.4% | i | 6.0% | -1.4% | 12.1% | -0.4% | -7.4% | -2.0% | -0.9%
CCOC(=O)C(Cc1c[nH]c2ccccc12)NC(=O)c1ccco1 (stereo unspecified) | -4.0% | i | -3.5% | -2.4% | 7.8% | -0.1% | -12.5% | 11.1% | -1.5%
Nc1cccc(Oc2c(F)c(F)c(Oc3cccc(N)c3)c(F)c2F)c1 | . | i | 0.3% | 7.6% | -12.8% | -0.1% | -4.7% | . | .
CC(=O)Nc1ccc(NC(=O)CN2CCCC(C)C2)c(Cl)c1 (stereo unspecified) | -1.5% | i | 1.8% | 3.1% | -0.4% | -0.1% | 8.4% | 0.8% | 0.1%
COc1ccc(-c2cc3ccccc3n2CC(O)CN2CCN(CCO)CC2)cc1 (stereo unspecified) | -1.5% | i | 3.5% | -1.2% | 1.9% | 3.1% | 5.6% | 3.2% | 0.2%
COc1ccc(CCNC(=O)Cn2cccc2C(=O)c2ccccc2)cc1OC | -3.6% | i | 1.3% | 7.7% | -15.9% | -1.0% | 3.1% | 4.0% | -0.5%
COc1ccccc1C(=O)NCc1ccccc1 | -1.4% | i | 3.3% | 3.5% | 4.4% | -0.1% | 22.0% | 8.6% | -1.5%
CCCCN(Cc1ccccc1)C(=O)CCN1C(=O)C2C3C=CC(C3)C2C1=O (stereo unspecified) | -8.6% | i | -4.9% | -6.7% | 4.6% | -1.4% | -4.3% | 3.0% | -0.1%
Cc1ccc(NC(=O)c2cccc(NC(=O)/C=C/c3ccco3)c2)cc1C | -27.6% | i | 8.8% | 5.2% | 3.3% | 1.4% | 25.1% | 9.9% | -0.9%
Cc1ccc(S(=O)(=O)N2CCC(C(=O)N/N=C/c3cccnc3)CC2)cc1 | 0.2% | i | -4.3% | -0.3% | 2.5% | 0.8% | 6.7% | -3.4% | -0.9%
CCCSc1nc2c(c(=O)n1CC)SC(C)C2 (stereo unspecified) | -5.0% | . | 4.0% | -0.1% | 1.1% | . | 9.3% | 6.5% | -0.4%
Cc1ccc(/C=C/C(=O)N2CCC(Cc3ccccc3)CC2)cc1 | -9.0% | i | 5.3% | 5.9% | -1.3% | -1.4% | -2.2% | 8.7% | -0.1%
Cc1ccc2nc(SCC(=O)NCC3CCCO3)c(C#N)cc2c1 (stereo unspecified) | -5.3% | i | -0.2% | 0.4% | -9.4% | -0.2% | -7.1% | -10.9% | -0.9%
CC1CN(C)C(C)CC1NCc1ccc2c(c1)OCO2 (stereo unspecified) | -2.1% | i | 4.4% | -1.6% | -8.1% | 0.2% | 5.9% | -4.8% | -2.6%

# An excerpt from above, reduced to XIAP displacement, P. falciparum M17LAP and SIAH1 antagonists:
SMILES,XIAP displacement,P. falciparum M17LAP,SIAH1 antagonists
Nc1cccc(Oc2c(F)c(F)c(Oc3cccc(N)c3)c(F)c2F)c1,.,-4.7%,7.6%
Cc1ccc(/C=C/C(=O)N2CCC(Cc3ccccc3)CC2)cc1,-9.0%,-2.2%,5.9%

# (more compounds)
SMILES | XIAP displacement | Yfh1-depleted yeast | P. falciparum M1AAP | SIAH1 antagonists | PhoP inhibition | West Nile virus CPE | P. falciparum M17LAP | human PMI inhibitors | CSM14.1 death rescue
CCOCCCN(C(=O)Cn1nnc(-c2ccc(OC)c(OC)c2)n1)C(CC)C(=O)NC1CCCC1 (stereo unspecified) | -12.3% | i | 1.6% | 1.1% | 0.6% | -0.7% | -6.5% | 3.3% | -1.3%
O=C(COC(=O)Cc1ccc(Cl)cc1Cl)Nc1ccccc1OC(F)F | -3.1% | i | -0.8% | 0.7% | 18.5% | -0.3% | 8.9% | 4.1% | -0.1%
COc1cccc2cc(C(=O)N3CCc4ccccc4C3)c(=O)oc12 | -3.9% | i | 9.1% | 3.0% | -11.9% | -0.2% | -0.4% | 4.5% | 2.2%
Cc1cc(=O)[nH]c(N/N=C/c2ccccn2)n1 | -8.6% | i | -4.1% | -7.4% | ? | ? | 25.8% | -18.9% | -2.8%
CCCN1C(=O)CSC1=Nc1ccccc1 | -11.7% | i | . | 4.7% | . | -0.2% | . | -6.7% | -0.1%
CCC(C)NC(=O)CSC1=Nc2ccccc2C2=NC(c3ccccc3)C(=O)N12 (stereo unspecified) | -8.1% | i | 9.6% | -1.4% | -2.7% | 0.2% | -20.9% | -8.7% | 2.2%
